hgDAF12 agonist – H. glycines DAF-12 receptor agonists, primary screen, cell-based, luminescence, HEK293, GAL4 fusion, UAS-luciferase | activation, % at 6.8 µM | AID 687014, 2013 | HEK293 GAL4-hgDAF12 UAS-luciferase reporter, agonist luminescence; normalized to butyrate control | 370,000 tested, 1.8% active | Nuclear hormone receptor DAF-12 (Heterodera glycines), GAL4 fusion;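 active means activation above a cutoff set at the mean of all screened compounds plus 3 SD, cut at about 10% in these data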;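 further: 0% = DMSO wells and 100% = sodium butyrate wells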
hcDAF-12 act – H. contortus DAF-12 nuclear receptor activators, primary screen, cell-based, luminescence, HEK293, lit1-tk-luc reporter. 370,000 tested, 1.4% active. HEK293 hcDAF-12 lit1-tk-luc reporter; 0% DMSO, 100% Δ7-dafachronic acid. AID 652067, 2013. activation, % at 6.8 µM;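 active means activation above the mean of all tested compounds plus 3 SD, cut at about 5.5% in these data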;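 further: 100% = response to 3 µM Δ7-dafachronic acid high control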
ssDAF12 agonist – S. stercoralis DAF-12 nuclear receptor activators, primary screen, cell-based, luminescence, HEK293, GRIP1 co-expression, lit1-tk-luc; HEK293 ssDAF-12/GRIP1 lit1-tk-luc reporter; % of 3 µM dafachronic acid response; Nuclear hormone receptor DAF-12 (Strongyloides stercoralis); activation, % at 6.8 µM; 370,000 tested, 1% active;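 active means activation above the mean over all tested compounds plus 3 SD, cut at about 0.9% in these data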;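 further: 0% = DMSO-only wells and 100% = 3 µM delta7-dafachronic acid wells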
Rev-erbA mod – modulators of Rev-erb alpha DNA binding, primary screen, biochemical, FITC-DNA, fluorescence polarization, uHTS. AID 1259318, 2017. 370,000 tested, 0.79% active. activity, % at 10 µM. Rev-erbα–FITC-DNA binding, 90 min. Nuclear receptor subfamily 1 group D member 1 (Homo sapiens), P20393;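 active means activity above about 14%, limit read from the data; passing the limit was not always enough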;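 further: 0% = DMSO wells with 35 nM protein and 100% = DMSO wells with 750 nM protein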
Target sequence (P20393 whole entry, looked up): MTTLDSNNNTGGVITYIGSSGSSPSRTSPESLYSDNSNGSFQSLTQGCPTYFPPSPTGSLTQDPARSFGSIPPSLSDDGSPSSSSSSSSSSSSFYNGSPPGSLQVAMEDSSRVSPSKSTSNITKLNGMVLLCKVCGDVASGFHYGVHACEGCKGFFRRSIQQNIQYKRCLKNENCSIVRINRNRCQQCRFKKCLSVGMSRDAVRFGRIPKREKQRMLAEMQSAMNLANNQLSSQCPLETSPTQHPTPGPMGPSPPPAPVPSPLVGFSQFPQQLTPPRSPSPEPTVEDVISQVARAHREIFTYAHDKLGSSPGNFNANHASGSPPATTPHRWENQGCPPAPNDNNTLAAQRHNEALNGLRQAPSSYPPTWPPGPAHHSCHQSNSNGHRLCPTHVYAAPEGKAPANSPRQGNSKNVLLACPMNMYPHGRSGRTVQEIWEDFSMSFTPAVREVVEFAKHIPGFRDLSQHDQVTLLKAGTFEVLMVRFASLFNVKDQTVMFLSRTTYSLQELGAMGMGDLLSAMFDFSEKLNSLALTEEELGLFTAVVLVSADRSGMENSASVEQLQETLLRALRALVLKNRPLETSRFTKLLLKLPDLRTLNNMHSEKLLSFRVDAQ
PG9 Ab binder – binders of HIV-1 gp120 antibody PG9, primary screen, biochemical, TR-FRET; HIV-1 gp120 / PG9 antibody interaction; TR-FRET gp120-PG9 antibody binding; inhibition, % at 6.7 µM; 360,000 tested, 0.43% active; in the data active means inhibition above about 8.5%
PLCb3 inh – human PLC-beta3 inhibitors, primary screen, biochemical, fluorescence. 370,000 tested, 0.18% active. AID 720704, 2013. Purified PLC-beta3, fluorogenic substrate. inhibition, % at 12.2 µM; in the data active means inhibition above about 11%;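 further: 0% = median of compound wells on plate and 100% = full blocker control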
GAA850 FXN act – FXN promoter activators, primary screen, cell-based, luciferase luminescence, HEK293 lucGAA850 | HEK293 lucGAA850 FXN promoter luciferase reporter, 24 h; percent of 10 µM SAHA response | activation, % at 6 µM | 360,000 tested, 0.56% active;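 active means activation above the average of all compounds screened plus 3 SD, cutoff fixed separately per campaign, cut at about 7.5% in these data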;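 further: 0% = DMSO wells and 100% = 10 µM SAHA wells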
DAX1 inh-1 – DAX1 (NR0B1) inhibitors, primary screen, cell-based, HEK293, Gal4-DAX1, luciferase luminescence; inhibition, % at 6.75 µM; HEK293 Gal4-DAX1 luciferase reporter; AID 504766, 2011; 340,000 tested, 0.99% active;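 active means inhibition above the mean over all tested compounds plus 3 SD, cut at about 4.2% in these data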;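 further: 0% = DAX1-transfected cells with DMSO and 100% = empty-vector control cells with DMSO; inhibition shows as a rise in luminescence from relieved DAX1 repression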
Target sequence (P51843 207-470 limits assumed): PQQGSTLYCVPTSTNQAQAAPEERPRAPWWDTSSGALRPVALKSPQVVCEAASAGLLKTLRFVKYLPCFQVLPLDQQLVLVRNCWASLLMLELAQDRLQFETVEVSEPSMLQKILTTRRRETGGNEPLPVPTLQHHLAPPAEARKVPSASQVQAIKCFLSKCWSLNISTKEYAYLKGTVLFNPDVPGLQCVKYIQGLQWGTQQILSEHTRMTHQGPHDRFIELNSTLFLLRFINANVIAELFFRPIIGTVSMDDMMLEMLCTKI
DAX1 inh-2 – DAX1 (NR0B1) inhibitors on StAR promoter, primary screen, cell-based, luminescence, SF-1 (NR5A1), full-length DAX-1 | AID 652010, 2013 | HEK293T StAR-luciferase reporter, SF-1/DAX-1 repression relief | 370,000 tested, 1.1% active | inhibition, % at 6.8 µM;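 active means inhibition above the mean over all tested compounds plus 3 SD, cut at about 3.6% in these data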;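 further: 0% = DAX-1 cells with DMSO and 100% = cells lacking DAX-1 with DMSO; higher inhibition means more luminescence from relief of DAX-1 repression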
HGIII-sPLA2 inh – human group III sPLA2 inhibitors, primary screen, biochemical, QFRET, BODIPY PC-A2 liposome substrate | inhibition, % at 12.2 µM | 370,000 tested, 0.56% active | QFRET BODIPY PC-A2 liposome hydrolysis, fluorescence | AID 743126, 2013;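 active means inhibition above mean plus 3 SD of compounds lying within the high and low control bounds, cut at about 19% in these data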;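 further: 0% = median of test compound wells and 100% = no enzyme DMSO wells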
SMARCA2 act – SMARCA2 (BRM) function activators, primary screen, cell-based, luminescence, high throughput; 370,000 tested, 1% active; MG213 cells, MMTV-luciferase reporter, dexamethasone, overnight; AID 652017, 2013; activation, % at 9.1 µM; in the data active means activation above about 7.8%;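 further: 0% = vehicle wells and 100% = reference activator wells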
An asterisk follows results filed as active; i = inactive; / = not tested or not shown.

Each structure is followed by: hgDAF12 agonist	hcDAF-12 act	ssDAF12 agonist	Rev-erbA mod	PG9 Ab binder	PLCb3 inh	GAA850 FXN act	DAX1 inh-1	DAX1 inh-2	HGIII-sPLA2 inh	SMARCA2 act
1: CCN(CC)c1ccc(S(=O)(=O)N(CC)CC)cc1NC(=O)C1CCCC1
 : -1.6	-1.1	-1.5	14	-1.6	0	-0.8	0.9	-0.4	0	-2
2: Cc1cc(C)cc(NC(=O)C2CCN(S(C)(=O)=O)CC2)c1
 : -0.5	-0.7	-1.6	-1	0.6	-5	0.8	2.5	0.5	13	-2
3: CN(Cc1ccc(F)cc1)C(=O)CNC(=O)C1CCCCC1
 : 1.9	-1.3	-1.3	0	-0.7	-4	0.3	0.2	1.5	5	-1
4: CCn1c(COc2cccc(C)c2C)nnc1SCC(=O)Nc1cc(C)on1
 : -2.3	-1.9	0.8	-1	-1.5	3	0.2	/	1.1	4	4
5: Cn1cc(C(=O)N/N=C/C2=C(N3CCOCC3)C(=C\c3ccccc3)/CC2)ccc1=O
 : 5.7	1.1	-1.6	2	-4.0	-67	1.8	-1.8	-0.2	1	-2
6: COc1ccc(C2=Nc3ccccc3NC(=O)C2N(C(=O)c2cnc(C)cn2)c2ccc(N3CCOCC3)cc2)cc1 (stereo not given)
 : 4.9	0.4	-1.1	7	-0.3	-1	/	/	3.7*	-8	-2
7: CCN(CC)c1ccc(/C=N/Nc2nn[nH]n2)cc1
 : -3.7	-3.7	-2.5	0	-21	-17	-4.5	2.6	-0.7	0	-5
8: O=C(Nc1ccc(Cl)c(Cl)c1)OCc1cncs1
 : 0.8	-0.3	-1.3	3	1.6	-3	4.8	-0.7	0.1	-15	1
9: CCCCC[C@@H]1[C@@H]2C(=C(OCC)C[C@@H]3C(=O)N(c4ccccc4)C(=O)[C@H]23)[C@H](c2ccccc2)N1S(=O)(=O)c1ccc(C)cc1
 : -1.2	-1.4	-0.7	-10	1.0	-2	/	/	-0.6	5	-2
10: COc1ccc(CCNC(=O)CSc2nnc(CNC(=O)c3ccco3)o2)cc1OC
 : 0.5	-0.2	-1.0	0	1.1	-1	-0.9	0.0	-1.6	-2	0
11: CCC(C)Sc1ccc([C@@H]2[C@@H]3C(=O)N(C)C(=O)[C@@H]3[C@]3(C(=O)OC)CCCCN23)cc1 (stereo not given in full)
 : 1.4	0.6	-0.4	1	1.0	2	-2.6	-0.3	0.3	-5	1
12: CCOC(=O)c1oc2c(C)c(O)ccc2c(=O)c1-c1nncn1-c1ccccc1
 : -2.4	-1.4	-0.7	2	0.2	6	0.1	0.5	0.0	3	-3
13: C#Cc1ccc([C@@H]2C=C(C(=O)N3CCOCC3)O[C@H](OCCCCO)C2)cc1
 : 1.4	-1.5	-1.6	-2	-1.4	-16	2.0	-0.5	-0.1	0	-1
14: CCOc1ccccc1OCCC(=O)Nc1ccc(F)c(Cl)c1
 : -1.7	-3.0	-1.5	0	2.5	-1	0.7	0.3	-0.1	-5	-6
15: CCC/C(=N\NC(=O)c1ccccc1C)c1ccccc1
 : 5.7	1.8	-0.3	-3	-2.2	4	3.6	2.9	0.5	8	-1
16: C=CCn1c(=S)[nH]c2cc(C(=O)N3CCN(c4ccccc4OC)CC3)ccc2c1=O
 : -1.6	2.2	-1.3	-1	-2.1	-3	-0.2	0.4	1.6	12	6
17: CN(C)c1ccc(/C=N/NC(=O)C(=O)N2CCCCCC2)cc1
 : 1.7	-1.4	-0.7	4	-6.1	-10	-0.1	-0.4	0.2	2	0
18: CCN1CCN(C(=O)C(=O)c2cn(CC(=O)N3CCCC3)c3ccccc23)CC1
 : 2.6	-0.3	-0.3	-2	-3.2	-5	0.7	0.2	0.6	2	0
19: O=C(N/N=C/c1ccc([N+](=O)[O-])s1)C(O)c1ccccc1 (stereo not given)
 : -12	-3.4	-1.6	4	-2.9	-7	3.4	-3.3	-3.0	1	-5
20: N#CC1=C(SCc2ccccc2)NC(=O)CC1c1ccccc1 (stereo not given)
 : -1.9	-0.4	-1.7	0	-1.1	-2	1.6	-0.2	0.0	-4	-2
21: Cc1cc(=O)oc2cc(OCC3CC(c4ccccc4Cl)=NO3)ccc12 (stereo not given)
 : 4.4	-2.9	-1.5	-3	-2.6	-3	0.4	-1.1	-0.8	2	3
22: O=C(CNC(=O)N1CC(=O)Nc2ccccc21)Nc1ccccc1
 : 6.2	2.9	-0.1	0	-0.6	-7	0.2	1.2	3.1	12	-2
23: COc1cccc(/C=N/n2c(C)nc3ccccc3c2=O)c1O
 : 0.7	0.5	-1.2	-5	-0.1	5	-2.0	5.5*	0.7	5	2
24: CCOC(=O)C1CCN(C(=O)c2sc3nc(-c4ccccc4)cn3c2C)CC1
 : -1.0	-1.5	-1.6	-5	-0.5	1	-1.1	0.7	-0.7	-5	3
25: COc1cccc(C(=O)C2CCCN(C(=O)CCc3scnc3C)C2)c1 (stereo not given)
 : 1.3	-0.5	-1.7	-3	1.6	1	1.1	-1.2	-2.8	1	-1
26: CCCCN(Cc1ccco1)S(=O)(=O)c1csc(C(N)=O)c1
 : 0.6	-1.4	-1.4	4	0.3	-5	1.0	-1.7	0.8	-7	0
27: O=C(OCC(=O)N1CCCc2ccccc21)c1cc(S(=O)(=O)N2CCOCC2)ccc1Cl
 : 1.6	-1.0	-1.0	-8	-1.7	2	-1.6	1.4	-1.1	-4	3
28: Clc1ccc2nc(C3CCN(Cc4nnnn4C4CCCCC4)CC3)[nH]c2c1
 : -2.3	-1.2	-1.1	2	-1.2	2	-0.6	2.2	-0.9	-20	-4
29: Cc1cc(=O)[nH]c(SCC(=O)NC2CCCCC2)n1
 : -0.9	-1.0	-0.2	-5	-1.1	-3	1.6	-0.3	0.0	2	0
30: Cc1ncc(CO)n1Cc1ccc(Cl)cc1
 : -4.2	-1.6	-1.1	3	0.1	-1	-0.2	2.3	-0.6	-3	-2

Structures shown so far containing an aryl methoxy group, in the order listed:
Each structure is followed by: hgDAF12 agonist	hcDAF-12 act	ssDAF12 agonist	Rev-erbA mod	PG9 Ab binder	PLCb3 inh	GAA850 FXN act	DAX1 inh-1	DAX1 inh-2	HGIII-sPLA2 inh	SMARCA2 act
6: COc1ccc(C2=Nc3ccccc3NC(=O)C2N(C(=O)c2cnc(C)cn2)c2ccc(N3CCOCC3)cc2)cc1 (stereo not given)
 : 4.9	0.4	-1.1	7	-0.3	-1	/	/	3.7*	-8	-2
10: COc1ccc(CCNC(=O)CSc2nnc(CNC(=O)c3ccco3)o2)cc1OC
 : 0.5	-0.2	-1.0	0	1.1	-1	-0.9	0.0	-1.6	-2	0
16: C=CCn1c(=S)[nH]c2cc(C(=O)N3CCN(c4ccccc4OC)CC3)ccc2c1=O
 : -1.6	2.2	-1.3	-1	-2.1	-3	-0.2	0.4	1.6	12	6
23: COc1cccc(/C=N/n2c(C)nc3ccccc3c2=O)c1O
 : 0.7	0.5	-1.2	-5	-0.1	5	-2.0	5.5*	0.7	5	2
25: COc1cccc(C(=O)C2CCCN(C(=O)CCc3scnc3C)C2)c1 (stereo not given)
 : 1.3	-0.5	-1.7	-3	1.6	1	1.1	-1.2	-2.8	1	-1

More structures.
Each structure is followed by: hgDAF12 agonist	hcDAF-12 act	ssDAF12 agonist	Rev-erbA mod	PG9 Ab binder	PLCb3 inh	GAA850 FXN act	DAX1 inh-1	DAX1 inh-2	HGIII-sPLA2 inh	SMARCA2 act
31: COc1ccc(C(CC(=O)N2CCCC2)c2c(OC)cc(OC)c3ccc(=O)oc23)cc1 (stereo not given)
 : 1.2	-1.3	-1.5	-2	0.3	i	1.2	-0.2	-0.5	6	1
32: COc1cc(N=Nc2ccccc2C(=O)O)ccc1O
 : -2.3	-1.6	-1.5	5	-4.8	-1	-0.2	-1.0	-0.1	3	-3
33: CN(CC(=O)Nc1ccccc1Cl)C(=O)CCSc1ccc(F)cc1
 : -1.3	-0.8	-1.4	5	-2.4	1	0.3	-0.7	-1.5	-2	0
34: O=C(COc1ccccc1Cl)Nc1ccc2oc(=O)ccc2c1
 : 2.4	-2.4	-0.7	-11	-1.4	-26	2.1	1.9	0.5	0	1
35: C#CCN(C[C@@H]1[C@@H](OC(=O)NCC2CCCCC2)[C@@H](OC(=O)NCC2CCCCC2)Cn2c(=O)ccc(=O)n21)S(=O)(=O)c1ccc(C)cc1
 : -12	-3.6	-1.9	-1	2.3	-1	-7.7	-2.1	-4.0	-13	-7
36: Cc1cccc(N2CCN(c3ccc4cc(S(=O)(=O)N5CCCCC5)ccc4n3)CC2)c1C
 : 1.9	1.1	-0.9	101*	-0.9	-6	1.0	1.0	-0.1	4	-4
37: COc1cccc(S(=O)(=O)Nc2ccc3c(c2)OCCO3)c1
 : -5.7	-2.6	-2.3	3	-1.6	-3	-5.2	-1.0	-1.4	-6	-5
38: CN(CC(=O)Nc1ccc(F)cc1)C(=O)c1ccncc1
 : -1.0	-0.2	-0.8	-1	0.1	-6	-1.0	0.2	0.3	-4	-1
39: Cc1[nH]n(-c2ccc(Cl)cc2)c(=O)c1C(=O)c1ccccc1
 : -5.5	-0.8	-1.3	-4	-1.3	1	-0.8	3.2	-0.6	7	-2
40: CCCCn1c(N)c(N(CC(C)C)C(=O)c2cccc(S(=O)(=O)N(C)c3ccccc3)c2)c(=O)[nH]c1=O
 : -3.5	0.0	-0.9	7	-0.4	-10	1.9	0.5	1.0	-11	0

Screens (PubChem BioAssay)

Hits appear at their usual frequency. About 7% of those tested had a hit in this group.
